N370S GC mod: N370S glucocerebrosidase modulation, Gaucher chaperone candidate. Potency, µM (doses to about 59.4 µM), for the others: at the top dose activity change, negative = inhibition, usual class: inhibitors. P04062. N370S GC spleen homogenate, 4MU-glucoside fluorescence. AID 2101. 0.092% of 330,000 active;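 also: 0% = full enzyme activity and -100% = no enzyme basal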
DT40 TDP1 no CPT: qHTS for Inhibitors of human tyrosyl-DNA phosphodiesterase 1 (TDP1): qHTS in cells in absence of CPT; DT40 Tdp1-/- hTDP1 cells, no CPT, ATP luminescence, 48 h; Potency, µM (highest dose often 46.2 µM), for the others: top-dose activity change, negative = growth inhibition, most hits filed as inhibitors; 15% of 420,000 active; AID 686978, 2013; also: nearly all actives have a fitted effect of over 55% in size
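Compound effects on proliferation are scored in DT40 Tdp1-/-;hTDP1 cells in the absence of CPT. ATP levels (CellTiter-Glo luminescence) are recorded after a ≥48 hr, 37 °C incubation.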
TDP1 block: blocks human tyrosyl-DNA phosphodiesterase 1; recombinant TDP1, AlphaScreen DNA substrate cleavage; Potency, µM (highest dose often 130 µM), inactives show top-dose activity change, negative = inhibition, most hits filed as inhibitors; 0.28% of 350,000 active; AID 485290; also: nearly all actives have a fitted effect of over 40% in size
Target sequence (Q9NUW8 whole entry, looked up): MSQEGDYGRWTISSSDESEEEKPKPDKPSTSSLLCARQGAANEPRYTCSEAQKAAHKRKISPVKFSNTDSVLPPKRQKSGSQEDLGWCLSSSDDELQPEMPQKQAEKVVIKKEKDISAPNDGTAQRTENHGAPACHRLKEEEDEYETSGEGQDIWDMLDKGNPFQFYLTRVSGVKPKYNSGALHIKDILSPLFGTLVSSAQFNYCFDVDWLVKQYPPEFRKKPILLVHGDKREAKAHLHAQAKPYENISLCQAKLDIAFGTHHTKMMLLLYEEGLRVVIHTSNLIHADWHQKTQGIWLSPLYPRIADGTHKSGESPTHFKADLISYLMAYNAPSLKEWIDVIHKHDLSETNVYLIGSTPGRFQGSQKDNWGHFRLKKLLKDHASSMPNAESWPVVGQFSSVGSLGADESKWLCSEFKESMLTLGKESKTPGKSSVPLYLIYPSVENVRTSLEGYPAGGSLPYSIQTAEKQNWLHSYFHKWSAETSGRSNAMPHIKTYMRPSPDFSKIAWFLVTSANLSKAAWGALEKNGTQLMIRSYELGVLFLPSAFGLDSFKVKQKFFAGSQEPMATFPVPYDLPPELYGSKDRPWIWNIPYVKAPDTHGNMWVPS
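Compounds were preincubated with Tdp1 (1 nM final) for 15 min at room temperature before substrate (15 nM final) started a 5 min reaction; beads (10 ug/ml final) were then added for 10 min before AlphaScreen detection.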
The depositor's hits bear a star; u = inconclusive; x = not tested or not shown; [ ] = dose if it differs, or a comment. Calls follow the shape of the dose curve; as a rule, active = well fitted curve in the direction sought with a large enough effect; inconclusive = small, poorly fitted or top-dose-only effect, or another doubt; inactive = no such curve, though single readings can be large; an effect the other way counts as inactive or inconclusive. Unless noted, % is scaled to controls: 0 for no effect and ±100 for the full control effect; potency is read from the fitted curve at half-maximal effect. Only part of the results is shown (hit frequency here may not be typical).

entry	SMILES	N370S GC mod	DT40 TDP1 no CPT	TDP1 block
1	Cc1ccc(C(=O)N(CC(=O)NC2CCCC2)c2ccc3c(c2)OCCO3)s1	-14%	u	3%
2	Cc1cc(NS(=O)(=O)c2ccc(NC(=O)C(C)N3C(=O)c4ccccc4C3=O)cc2)nc(C)n1 (configuration not stated)	6%	-3%	7%
3	CC1CC(C)CN(CC(=O)Nc2ccc(S(N)(=O)=O)cc2)C1 (configuration not stated)	0%	-2%	3%
4	Cc1c(C(=O)O)sc2nc(-c3cccs3)cc(C(F)(F)F)c12	u	u	-3%
5	CCOC(=O)c1cnc(SCC(=O)OCC(=O)N(CC)C2CCS(=O)(=O)C2)nc1N (configuration not stated)	-11%	-5%	2%
6	Cc1ccc(S(=O)(=O)N2CCOCC2)cc1NC(=O)COC(=O)Cn1c(C)csc1=O	-3%	-3%	1%
7	CCc1sc(NC(=O)CCC(=O)O)nc1-c1cc2ccccc2oc1=O	4%	-3%	-6%
8	COc1ccc(-c2nc(-c3ccc(NC(=O)c4ccc(Br)o4)cc3)no2)cc1OC	5%	6.5µM*	4%
9	O=C(O)CCC(=O)Nc1ccc2c(c1)oc1ccccc12	4%	2%	-3%
10	COc1ccc(C2=NO[C@@H]3C(=O)N(Cc4ccccc4)C(=O)[C@H]23)cc1OC	0%	1%	5%
11	CC1(Cc2cn(CCC#N)c3ccccc23)OCCO1	8%	-1%	-1%
12	CC(=O)N1CCCc2cc(S(=O)(=O)N3CCCC(C(=O)Nc4ccc(F)cc4F)C3)ccc21 (configuration not stated)	x	21µM*	3%
13	O=C(Nc1cnn(Cc2ccc(F)cc2)c1)c1noc2c1CCCC2	7%	u	8%
14	CCN(CC)S(=O)(=O)c1cccc(NC(=O)COC(=O)C2COc3ccccc3O2)c1 (configuration not stated)	-15%	-4%	7%
15	CC(=O)c1ccc(NC(=O)CCNS(=O)(=O)c2ccccc2F)cc1	-1%	-26%	x
16	CCCC1=C(C(=O)OCC)C(c2ccc(O)cc2)n2ncnc2N1 (configuration not stated)	-2%	u	4%
17	COc1cc(/C=N/NC(=O)CCc2n[nH]c(=O)[nH]c2=O)cc(OC)c1OC	9%	-2%	1%
18	O=C(CSCc1cnn(-c2ccccc2)c1-n1cccc1)NCc1cccs1	4%	u	5%
19	CSc1nc2cc(C)nn2c(-c2ccc(C(C)(C)C)cc2)c1C#N	-12%	u	3%
20	COc1ccccc1C(=O)Nc1ccc2nc(SCC(=O)N3CCCC3)sc2c1	x	4.1µM*	-2%
21	O=C(Cn1nc2sc3ccccc3n2c(=O)c1=O)c1ccc(Cl)cc1	11%	-21%	5%
22	Cc1nn(C)c(C)c1NS(=O)(=O)c1ccccc1Cl	x	7%	1%
23	CCOC(=O)C1=c2/c(=C/c3ccncc3)c(N)c(C(=O)OC)n2C(=O)C(c2ccncc2)S1 (configuration not stated)	-3%	u	0%
24	O=C(Nc1ccc(Cl)cn1)c1ccc(COc2ccccc2Br)o1	23%	u	2%
25	CCCCCCCNc1nc(Cl)nc(NCCO)n1	0%	-13%	5%
26	Cc1cnc(C(=O)OCC(=O)C23CC4CC(CC(C4)C2)C3)cn1	-10%	18%	1%
27	Cc1ccccc1NC(=O)CNC(=O)c1ccc(C(F)(F)F)cc1	-7%	-3%	3%
28	C=CCn1c(=O)/c(=C/c2ccc(Cl)cc2)s/c1=C(/C#N)c1nnc2n1CCCCC2	-5%	u	9%
29	CC1=C(C(=O)Nc2ccc(C)cc2C)C(c2cccs2)NC(=S)N1 (configuration not stated)	2%	-2%	6%
30	O=C(CSc1nnc(-c2cc(-c3cccs3)nc3ccccc23)o1)NC1CCCCC1	4%	u	0%

An excerpt from above in order of length of the SMILES, smallest number first:
entry	SMILES	N370S GC mod	DT40 TDP1 no CPT	TDP1 block
25	CCCCCCCNc1nc(Cl)nc(NCCO)n1	0%	-13%	5%
22	Cc1nn(C)c(C)c1NS(=O)(=O)c1ccccc1Cl	x	7%	1%
27	Cc1ccccc1NC(=O)CNC(=O)c1ccc(C(F)(F)F)cc1	-7%	-3%	3%
29	CC1=C(C(=O)Nc2ccc(C)cc2C)C(c2cccs2)NC(=S)N1 (configuration not stated)	2%	-2%	6%
30	O=C(CSc1nnc(-c2cc(-c3cccs3)nc3ccccc23)o1)NC1CCCCC1	4%	u	0%
28	C=CCn1c(=O)/c(=C/c2ccc(Cl)cc2)s/c1=C(/C#N)c1nnc2n1CCCCC2	-5%	u	9%

The list continues.
entry	SMILES	N370S GC mod	DT40 TDP1 no CPT	TDP1 block
31	C=C(C)CCC(C)N1CCC(n2nccc2NC(=O)CCCc2ccccc2)CC1 (configuration not stated)	1%	u	2%
32	O=C(N/N=C/c1nn(-c2ccccc2)cc1-c1ccc(Cl)cc1)c1ccncc1	15%	x	-5%
33	CCOc1ccc(-c2nnc3ccc(SCC(=O)Nc4nc5ccc(C)cc5s4)nn23)cc1	u	26µM*	5%
34	CC1CCCCC1NC(=O)c1cccc(NC2=NC3CS(=O)(=O)CC3S2)c1 (configuration not stated)	-4%	-7%	x
35	CCn1cc(SCC(=O)NC2CCCC2)c2ccccc21	-4%	-22%	0%
36	COc1cc(C)c(S(=O)(=O)N2CCOCC2)cc1C	2%	0%	2%
37	CCN1CCC(N(Cc2ccc3c(c2)OCO3)C(=O)Nc2cc(F)ccc2F)CC1	x	u	-5%
38	O=C(O)CCC(=O)NC1CCCCCCC1	4%	-4%	9%
39	Cc1cc(C)n2c(SCCO)nnc2n1	6%	5%	3%
40	Cc1noc(C)c1S(=O)(=O)Nc1ccc(C(=O)Nc2ccc(C(C)C)cc2)cc1	x	9.2µM*	5%
41	COc1ccc(CCNC(=O)c2nc(-c3ccc(Cl)cc3)n3c2CCCCC3)c(OC)c1	x	9.2µM*	9%
42	CCOc1ccc(NC(=O)N2CCC(CN3CCC(C)CC3)CC2)cc1	x	-13%	-4%
43	O=C(CSCc1c(Cl)cccc1Cl)Nc1cccnc1	-1%	-30%	0%
44	CCCCCNc1nc(-c2ccccc2)cs1	4%	x	6%
45	CCOC(=O)C1CCCCN1Cc1ccc(F)c(Br)c1 (configuration not stated)	2%	-13%	-1%
46	Cc1nc(-c2cccnc2)sc1C(N)=O	u	-17%	2%
47	COc1ccc(N=c2oc3c(OC)cccc3cc2C(=O)NCc2ccco2)cc1OC	5%	7.3µM*	10%
48	c1ccc(-n2nnnc2SCc2cn3ccccc3n2)cc1	10%	-9%	6%
49	Cc1ccc(C2CC(c3cccs3)=NN2C(=O)CCl)cc1 (configuration not stated)	-15%	2.9µM*	x
50	CCCN(CCC)S(=O)(=O)c1ccc(C(=O)NCc2n[nH]c(=S)n2-c2ccc(Cl)c(Cl)c2)cc1	-5%	-28%	5%

Copied from the listing (2 entries):
entry	SMILES	N370S GC mod	DT40 TDP1 no CPT	TDP1 block
41	COc1ccc(CCNC(=O)c2nc(-c3ccc(Cl)cc3)n3c2CCCCC3)c(OC)c1	x	9.2µM*	9%
42	CCOc1ccc(NC(=O)N2CCC(CN3CCC(C)CC3)CC2)cc1	x	-13%	-4%

(more compounds)
entry	SMILES	N370S GC mod	DT40 TDP1 no CPT	TDP1 block
51	Cc1nc(NC(=O)c2cc3c(s2)CCCCC3)sc1C(=O)N(C)C	4%	u	0%
52	Cc1ccc(C(=O)NC(=C(Cl)Cl)S(=O)(=O)c2ccc(C)cc2)cc1	17%	u	7%
53	Cc1c(NC(=O)c2cc(-c3cccc(O)c3)on2)c(=O)n(-c2ccccc2)n1C	x	-13%	-3%
54	COc1ccc(-c2nc3cnc(N4CCNCC4)nc3n(CCc3ccccc3)c2=O)cc1	-20%	21µM*	x
55	CCN(CCCNC(=O)CCC(=O)N1CCOc2ccccc21)Cc1ccccc1	-9%	-4%	x
56	CN1C(=C2C(=O)OC(C)(C)OC2=O)Sc2ccccc21	-15%	18µM*	4%
57	CCCCn1cc(S(=O)(=O)c2cc(C)ccc2C)c(=O)c2cc(F)c(N3CCC(C)CC3)cc21	x	9%	4%
58	COCCN(C(=O)CSc1n[nH]c(-c2ccccc2)n1)c1c(N)n(CC(C)C)c(=O)[nH]c1=O	-5%	7%	1%
59	COC(=O)Cc1c(C(=O)OC)nnn1-c1ccc(OC(F)(F)F)cc1	3%	-11%	-3%
60	COc1ccc(NC(=S)NC(NC(=O)c2cccc3ccccc23)C(Cl)(Cl)Cl)c([N+](=O)[O-])c1 (configuration not stated)	-1%	u	7%
61	C=CCNc1nc(S(=O)Cc2ccc(C)cc2)nc2c1CCCC2 (configuration not stated)	8%	u	9%
62	CC(C)CC(=O)NC(=S)Nc1cccc(NC(=O)c2ccccc2Cl)c1	-1%	-16%	2%
63	COc1cc(/C=C2\N=C(C)OC2=O)cc(OC)c1OC	-2%	u	3%
64	C[C@@H]1COC(=O)[C@H](CC(=O)OC(C)(C)C)C/C=C\C[C@@H](CC(=O)N(CCO)Cc2ccccc2)C(=O)N1	x	-20%	0%
65	O=C(c1ccc(N2CCCCC2)c([N+](=O)[O-])c1)N1CCN(c2ccccn2)CC1	-10%	u	8%
66	Cc1ccc2nc(N3CCOCC3)c(C=O)c(=O)n2c1	9%	13%	6%
67	O=C(O)CNC1=NCCC1	-27%	x	5%
68	COCC1CCN(C(=O)c2cc(COc3ccc4ncccc4c3)on2)CC1	-26%	8.2µM*	2%
69	CC(=O)c1ccc(NC(=O)CN2C(=O)CCC2=O)cc1	1%	-4%	5%
70	CCOc1ccc(N=C2NC(=O)C(CC(=O)Nc3ccc(OC)cc3)S2)cc1 (configuration not stated)	3%	3%	-2%
71	CCc1ccccc1NC(=O)c1ccc2c(c1)c(C)c(C)n2Cc1ccccc1	x	u	8%
72	CC(C)C(NS(=O)(=O)c1ccc(Br)s1)C(=O)O (configuration not stated)	8%	9%	-2%
73	C=CCNc1oc(COc2ccc(C)cc2)nc1C#N	5%	-13%	7%
74	Cc1csc(SCC(=O)Nc2c(C)n(C)n(-c3ccccc3)c2=O)n1	4%	-20%	-3%
75	CS(=O)(=O)N(CC(=O)Nc1cccc([N+](=O)[O-])c1)c1ccccc1F	0%	-28%	6%
76	CN(C)S(=O)(=O)c1ccc(C(=O)Nc2ccc(OCC(=O)N3CCOCC3)cc2)cc1	-1%	-17%	2%
77	Cc1cnc(NC(=O)C2CC(=O)N(c3cccc(Cl)c3)C2)s1 (configuration not stated)	-5%	5.8µM*	4%
78	Brc1ccccc1-c1nnc(COc2ncnc3c2cnn3-c2ccccc2)o1	9%	u	5%
79	O=c1c2c(nc3nc(SCc4ccccc4)[nH]n13)CCC2	-3%	-17%	6%
80	CC(C)c1ccc(Nc2ccc(C(=O)O)cc2[N+](=O)[O-])cc1	-9%	-4%	x
81	COc1cccc(C(=O)N2CCN(c3ccccn3)CC2)c1	-10%	-3%	x
82	Cc1ccc(-c2cc(C(=O)NCc3ccccn3)c3ccccc3n2)cc1	0%	16µM*	8%
83	O=C(Nc1cc([N+](=O)[O-])ccc1Cl)c1cccnc1	-8%	-3%	x
84	COc1cccc(-c2cncnc2NCc2cccc(C)c2)c1	-1%	23µM*	x
85	CN(C)S(=O)(=O)c1cccc(C(=O)C2=C3SC=C(c4ccccc4)N3CC2)c1	5%	23µM*	1%
86	COc1ccc(/C=N\N2CCN(Cc3ccccc3Cl)CC2)cc1	2%	-17%	13%
87	Cc1cccc(C)c1OCC(=O)N(Cc1cccs1)C1CCS(=O)(=O)C1 (configuration not stated)	-3%	u	1%
88	CC(C)(C)c1ccc(/C=C2/SC(N3CCCC3)=NC2=O)cc1	6%	u	-7%
89	COc1ccc(/C=N/NC(=O)c2ccc(CN3c4cccc5cccc(c45)S3(=O)=O)cc2)cc1	0%	u	-3%
90	O=[N+]([O-])c1ccc(-c2c(-c3ccccc3)ncc3ccc(F)cc23)cc1	x	u	5%
91	COCCSc1nnc(NS(=O)(=O)c2ccc(F)cc2)s1	1%	15%	5%
92	O=C(CSc1nnnn1-c1ccc(F)cc1)c1ccc(O)c(O)c1	4%	u	8%
93	CCCCN1C(=O)CN(C2CCCCCC2)C(=O)C1c1ccc(OCC)c(OC)c1 (configuration not stated)	x	u	0%
94	CCOCc1nnc(NC(=O)C2CCN(C(=O)c3ccco3)CC2)s1	-6%	0%	10%
95	NC(=O)CC(NC(=O)c1cccc(Br)c1)c1ccc(N2CCN(c3ccccn3)CC2)c([N+](=O)[O-])c1 (configuration not stated)	-10%	13µM*	x
96	Cn1c(=O)c(C(=O)NCc2ccccc2)c(O)c2ccccc21	6%	-24%	x
97	CCC(=O)CC(NC(=O)OC)c1ccc(F)cc1 (configuration not stated)	9%[12.8 µM]	x	8%[21 µM]
98	CC1Cc2ccccc2N1CC(=O)NCc1ccc2c(c1)OCO2 (configuration not stated)	-6%	u	-5%
99	COc1ccc(/C=C2\NC(=S)N(CC3CCCO3)C2=O)c(OC)c1C (configuration not stated)	-2%	u	7%
100	CCC1C(=O)Nc2nc(-c3ccccc3)c(-c3ccccc3)n2N=C1C (configuration not stated)	-4%	23µM*	5%
